NR1D1 modulator – modulators of human Rev-erb alpha DNA binding; P20393; Rev-erbα–FITC-DNA binding, fluorescence polarization, 90 min; activity, % at 10 µM; 0.79% of 370,000 active; AID 1259318;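 active = activity above about 14%, limit read from the data; passing the limit was not always enough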;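 also: 0% = DMSO wells with 35 nM protein and 100% = DMSO wells with 750 nM protein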
HTRA1 inhibitor – blocks human HTRA1 serine peptidase. 0.5% of 340,000 active. recombinant HTRA1, FP-rhodamine activity-based probe, fluorescence polarization. Q92743. AID 504803. inhibition, % at 5.96 µM; in the data active = inhibition above about 36%;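 also: 0% = enzyme with DMSO and 100% = wells lacking enzyme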
LEDGF integ inh – blocks HIV-1 LEDGF/p75-dependent DNA integration | TR-FRET IN-LEDGF/p75 DNA integration, Eu/Cy5 | inhibition, % at 3.7 µM | 0.64% of 370,000 active | AID 743269;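 active = inhibition above the screen-wide mean plus 3 SD, cut at about 13% in these data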;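 also: signal is the Cy5 over europium emission ratio at 671 and 618 nm; 0% = plate median of compound wells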
PG9 Ab binder – binds the HIV-1 gp120 antibody PG9. 0.43% of 360,000 active. inhibition, % at 6.7 µM. TR-FRET gp120-PG9 antibody binding. AID 624416; in the data active = inhibition above about 8.5%
MBD2 inh – MBD2-methylated oligo binding inhibition; Q9UBB5; TR-FRET, MBD2 binding to methylated oligonucleotide; inhibition, % at 4.4 µM; 0.31% of 370,000 active; AID 686964; in the data active = inhibition above about 13%
Target sequence (Q9UBB5 whole entry, looked up): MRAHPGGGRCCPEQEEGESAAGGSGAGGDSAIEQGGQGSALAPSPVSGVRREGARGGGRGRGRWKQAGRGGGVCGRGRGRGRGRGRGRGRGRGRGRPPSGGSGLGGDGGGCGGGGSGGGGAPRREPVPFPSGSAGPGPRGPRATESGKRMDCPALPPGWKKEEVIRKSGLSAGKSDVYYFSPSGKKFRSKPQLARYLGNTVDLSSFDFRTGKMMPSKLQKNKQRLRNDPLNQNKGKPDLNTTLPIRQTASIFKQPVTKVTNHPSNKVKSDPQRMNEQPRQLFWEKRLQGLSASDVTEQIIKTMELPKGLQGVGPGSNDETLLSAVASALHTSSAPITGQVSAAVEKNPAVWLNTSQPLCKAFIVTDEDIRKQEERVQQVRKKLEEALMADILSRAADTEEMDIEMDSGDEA
UHRF1 MBD2 ctr – UHRF1 methyl-DNA binding inhibition. UHRF1 binding to methylated oligo, TR-FRET. inhibition, % at 4.4 µM. 0.75% of 370,000 active. AID 687016; in the data active = inhibition above about 21%;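 also: UHRF1 SRA domain binding a hemimethylated CpG hairpin DNA probe; 0% = median of test compound wells and 100% = reference inhibitor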
rCAG binder – molecules binding r(CAG) RNA repeats | r(CAG) RNA repeat, TO-PRO-1 dye displacement fluorescence | inhibition, % at 3 µM | 1.3% of 370,000 active | AID 651821;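 active = inhibition above the plate cutoff, the mean of all test compounds on that plate plus 3 SD, cut at about 35% in these data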;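 also: 0% = DMSO alone and 100% = 100 µM mitoxantrone as full dye displacement; higher means more dye released from RNA so lower well fluorescence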
ABHD4 inh – inhibits mouse alpha/beta hydrolase domain 4; purified mABHD4, FP-Rh probe fluorescence polarization; AID 720543; Q8VD66; 0.54% of 370,000 active; inhibition, % at 8.92 µM;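 active = inhibition exceeding the mean over every tested compound plus 3 SD, cut at about 30% in these data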;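 also: 0% = plate median of compound wells and 100% = S159A mutant with DMSO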
Target sequence (Q8VD66 whole entry, looked up, the tested form may be a part): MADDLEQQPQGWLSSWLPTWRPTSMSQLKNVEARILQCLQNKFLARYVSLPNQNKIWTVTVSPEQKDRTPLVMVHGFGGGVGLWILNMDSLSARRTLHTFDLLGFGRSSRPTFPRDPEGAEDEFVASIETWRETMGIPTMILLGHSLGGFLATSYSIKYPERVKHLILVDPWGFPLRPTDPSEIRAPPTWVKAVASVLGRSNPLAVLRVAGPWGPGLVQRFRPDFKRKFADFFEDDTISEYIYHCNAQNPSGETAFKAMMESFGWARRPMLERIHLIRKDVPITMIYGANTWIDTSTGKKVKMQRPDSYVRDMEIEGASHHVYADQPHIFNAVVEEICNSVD
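Assay system: mABHD4 protein; medium: HEPES pH 7.0, NaCl, Pluronic buffer; dosing: 8.92 µM, single dose; schedule: 45 min + 60 min at 25 °C; signal: FP readout, ex 525 nm / em 598 nm; read-out: normalized percent inhibition of probe labeling; repeats: single replicate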
TCR CD3 inh – blocks the human TCR-CD3 interaction. TAMRA-labeled TCR probe fluorescence, biochemical. 0.37% of 360,000 active. AID 651800. inhibition, % at 9.4 µM; in the data active = inhibition above about 19%;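 also: recombinant mutant TCR 2C K166C tagged with TAMRA read by polarization; 0% = receptor in buffer alone and 100% = receptor with positive control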
PRMT1 FP inh – PRMT1 (human) inhibition, primary screen | inhibition, % at 2.79 µM | recombinant PRMT1, activity-based probe fluorescence polarization | 1.3% of 370,000 active | AID 652257 | Q99873;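 active = inhibition above about 21% made by adding two undisclosed values, limit read from the data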
Target sequence (Q99873 whole entry, looked up): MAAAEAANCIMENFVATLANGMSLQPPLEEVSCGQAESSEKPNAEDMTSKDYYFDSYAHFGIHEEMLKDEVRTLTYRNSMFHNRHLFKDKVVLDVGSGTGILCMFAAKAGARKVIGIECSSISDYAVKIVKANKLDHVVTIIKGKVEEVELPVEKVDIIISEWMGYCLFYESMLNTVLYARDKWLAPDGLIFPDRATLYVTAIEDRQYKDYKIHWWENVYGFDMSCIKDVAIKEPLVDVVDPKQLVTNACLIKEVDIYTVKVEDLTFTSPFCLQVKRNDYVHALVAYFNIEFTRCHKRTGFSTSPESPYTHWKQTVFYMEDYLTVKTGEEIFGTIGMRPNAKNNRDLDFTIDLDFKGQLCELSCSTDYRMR
An asterisk follows results filed as active; nt = not tested or not shown. Some of the compounds tested. The share of hits here may be higher or lower than overall.

SMILES | NR1D1 modulator | HTRA1 inhibitor | LEDGF integ inh | PG9 Ab binder | MBD2 inh | UHRF1 MBD2 ctr | rCAG binder | ABHD4 inh | TCR CD3 inh | PRMT1 FP inh
COC(=O)C[C@H]1CC[C@@H]2[C@@H](COc3ccc(NC(=O)C4CCCCC4)cc3C(=O)N2C)O1 | 2.1 | nt | -2.5 | nt | -3.2 | 0.4 | 0.3 | 6.7 | nt | -1.6
CC(=O)/C(CN1CCCCC1)=N\O | 0.8 | 11.2 | -1.1 | 1.8 | 1.7 | 1.9 | -1.4 | 3.8 | 3.4 | 0.5
COCCCNc1nc2ccccc2nc1NS(=O)(=O)c1cc(Cl)ccc1Cl | -2.2 | -1.2 | 3.9 | -2.7 | 0.8 | -0.8 | 50.0* | -4.2 | 3.9 | 1.6
CCc1nnc(NC(=O)CN2CCN(c3ccccc3OC)CC2)s1 | -0.3 | -5.8 | -1.8 | 0.0 | 6.5 | 2.1 | -3.8 | 8.8 | -8.0 | -0.3
CCCC1(C(=O)O)NC(c2ccccc2O)C2C(=O)N(Cc3ccccc3)C(=O)C21 (stereo not given) | 5.5 | 0.9 | -1.4 | 0.3 | 1.8 | 0.8 | 0.3 | 0.5 | -6.5 | 0.2
c1ccc(-n2nnc3ccccc32)nc1 | 1.6 | -6.2 | -1.3 | 0.4 | 2.8 | 5.5 | 3.3 | 1.1 | 6.2 | -1.3
Cc1ccc(CC2CC(=O)N(c3cc(C)ccc3C)C2=O)cc1 (stereo not given) | -4.7 | -5.1 | 1.2 | 0.1 | -4.7 | -1.4 | -6.3 | 0.7 | 8.9 | 0.5
CC1C(=O)N2CCCc3cc(NC(=O)C(=O)NCCc4ccc(F)cc4)cc1c32 (stereo not given) | -0.1 | -7.3 | -0.7 | -1.5 | 2.5 | -0.2 | -2.4 | 8.9 | -2.9 | 1.2
CCn1cc(C(=O)NCCCN2CC(C)CC(C)C2)c(=O)c2cc(S(=O)(=O)N(C)C3CCCCC3)ccc21 (stereo not given) | -0.3 | 3.8 | 0.3 | 0.3 | 2.3 | 1.2 | -6.9 | 4.2 | -4.7 | 1.8
CC1CCCN(C(=O)C2CCN(S(=O)(=O)c3ccccc3)CC2)C1 (stereo not given) | -4.5 | -3.6 | 1.3 | 0.8 | 0.3 | 0.9 | 1.4 | 2.0 | 1.7 | -2.2
Cc1cc2cc(CNC(=O)Nc3ccc(Cl)c(Cl)c3)ccc2n1C | 9.0 | 40.8* | 6.0 | -8.3 | 0.8 | -2.0 | 18.1 | 37.9* | 72.3* | 5.2
O=C(NNc1cccc([N+](=O)[O-])c1)/C(=C\c1cccnc1)NC(=O)c1ccccc1 | 3.5 | 7.6 | -2.4 | -1.8 | -2.2 | -2.4 | 3.6 | -5.7 | -5.4 | -2.7
CCc1ccc(C2=NNC(=Nc3c(C)n(C)n(-c4ccccc4)c3=O)SC2)cc1 | -6.1 | -13.5 | -5.4 | 0.8 | 1.0 | 0.0 | 2.5 | 3.9 | -1.6 | 9.6
C[C@H](NC(=O)C1CCN(C(=O)[C@@H]2CCCN2C(=O)OC(C)(C)C)CC1)C(=O)NCc1ccc(F)cc1 | -5.5 | nt | 0.9 | 0.6 | 1.1 | -2.1 | -7.4 | 2.7 | 4.7 | -0.5
CC(C(=O)NN)c1ccc([N+](=O)[O-])cc1 (stereo not given) | -2.1 | -12.4 | -0.2 | 0.3 | 0.8 | 2.9 | 1.4 | -7.2 | 0.2 | 0.5
CCOc1ccc(C(=O)CCC(=O)NCC(=O)OCc2ccccc2)cc1OCC | -3.4 | 5.6 | -3.6 | -0.2 | -1.3 | 4.2 | 11.1 | -5.6 | -3.8 | 1.7
O=C(CN1CCN(Cc2ccc(Cl)cc2)CC1)N/N=C/c1ccncc1 | -3.0 | -0.5 | 0.6 | -0.1 | -0.5 | -1.3 | -6.8 | -6.9 | 3.3 | -0.8
C#CCOCCOCCOCCNc1nc(N2CCOCC2)nc(N2CCN(C(=O)[C@H](CCC(=O)O)n3cc([C@@H](N)CCCCN)nn3)CC2)n1 | -8.0 | 4.5 | -3.7 | 0.1 | -0.5 | 5.1 | 1.0 | 9.2 | 5.6 | 0.2
CCOc1cc2[nH]c(=S)n(Cc3ccc(C(=O)NCCOC)cc3)c(=O)c2cc1OCC | -10.4 | -4.0 | -2.5 | 1.7 | 2.5 | 0.1 | -1.3 | -2.4 | 0.7 | 0.2
COc1ccc(-c2oc3c(OC)c(OC)c(OC)c(O)c3c(=O)c2OC)cc1OC | 4.6 | 17.9 | 0.7 | 2.3 | 2.7 | -4.3 | 1.6 | 1.4 | 11.0 | 0.7
CCN(C(=O)c1cnc(OC)cc1C(F)(F)F)c1ccc(Cl)cc1 | -0.4 | 10.0 | 5.6 | -2.5 | -3.7 | 0.5 | -5.3 | -2.9 | 2.4 | -9.8
CCOc1ccc(NC(c2ccccn2)c2oc(CO)cc(=O)c2O)cc1 (stereo not given) | 1.2 | -5.2 | -2.1 | -1.4 | -4.4 | -3.4 | 8.6 | 9.5 | 5.7 | 3.9
CC1(C)Cc2c(sc3c2C(=O)N(c2ccccc2)C2=NCCCN23)CO1 | 2.1 | 1.2 | -2.2 | 1.9 | 2.6 | 0.2 | 3.0 | 0.3 | 4.5 | -3.2
COc1ccc(NS(=O)(=O)c2cc(NC(=O)c3cccs3)ccc2N2CCOCC2)cc1 | -5.7 | -29.8 | 0.6 | -1.7 | -1.4 | 1.0 | 5.3 | -18.0 | 4.8 | -3.9
C=CCn1c(=S)[nH]c2sc3c(c2c1=O)CCCC3 | -0.9 | 6.8 | 3.9 | 1.0 | -6.2 | -3.0 | 5.1 | -1.6 | -1.6 | 10.3

HTRA1 inhibitor: what is marked active above.
Molecule	NR1D1 modulator	HTRA1 inhibitor	LEDGF integ inh	PG9 Ab binder	MBD2 inh	UHRF1 MBD2 ctr	TCR CD3 inh	PRMT1 FP inh
Cc1cc2cc(CNC(=O)Nc3ccc(Cl)c(Cl)c3)ccc2n1C	9.0	40.8*	6.0	-8.3	0.8	-2.0	72.3*	5.2

Returning to the listing, repeating the 2 entries before the break.
SMILES | NR1D1 modulator | HTRA1 inhibitor | LEDGF integ inh | PG9 Ab binder | MBD2 inh | UHRF1 MBD2 ctr | rCAG binder | ABHD4 inh | TCR CD3 inh | PRMT1 FP inh
COc1ccc(NS(=O)(=O)c2cc(NC(=O)c3cccs3)ccc2N2CCOCC2)cc1 | -5.7 | -29.8 | 0.6 | -1.7 | -1.4 | 1.0 | 5.3 | -18.0 | 4.8 | -3.9
C=CCn1c(=S)[nH]c2sc3c(c2c1=O)CCCC3 | -0.9 | 6.8 | 3.9 | 1.0 | -6.2 | -3.0 | 5.1 | -1.6 | -1.6 | 10.3
COCCN1C=C2C(=O)C(C)(OC(=O)C3CCCC3)C(=O)C=C2C=C1c1ccsc1 (stereo not given) | -8.4 | 5.0 | 3.5 | -0.5 | 2.5 | 1.0 | -0.6 | 6.0 | 2.5 | 1.8
CC(=O)Nc1cccc(OCc2ccc(S(=O)(=O)Cc3ccccc3)cc2)c1 | -1.0 | -2.6 | 1.2 | -0.4 | -2.8 | -5.4 | -1.8 | -2.0 | 1.3 | -3.4
COc1cc(OC)c2c(-c3ccccc3)cc(=O)oc2c1C(CCN1CCCC(C)C1)c1ccc2c(c1)OCO2 (stereo not given) | 1.8 | -18.9 | -0.8 | -1.0 | 4.1 | -2.5 | 7.0 | 8.9 | 8.9 | -0.2
CCN1C(=O)[C@H]2[C@@H](c3ccc(C)cc3)N3C(=O)N(c4cccc(Cl)c4)C(=O)[C@@]3(CC(C)C)[C@H]2C1=O | -1.3 | -69.0 | 0.2 | 1.5 | -0.7 | -1.7 | -5.2 | -5.3 | 7.5 | -1.8
Cc1ccc2nc(-c3ccccc3)c(NC(=O)c3ccco3)n2c1 | 1.1 | -1.6 | -0.9 | 1.2 | 7.8 | 8.1 | 2.4 | -4.5 | 6.5 | -1.0
CC[C@H](C)[C@@H]1NC(=O)c2cc([N+](=O)[O-])cc(F)c2NCCCC[C@@H](C(N)=O)NC(=O)[C@H](CC(N)=O)NC1=O | -3.9 | -8.5 | 3.5 | -2.4 | -0.5 | 0.3 | 5.6 | 7.9 | 6.8 | -3.5
O=C(NC1CCCC1)C(c1cccs1)N(C(=O)c1csnn1)c1ccccc1F (stereo not given) | -0.1 | -6.0 | 4.3 | -1.0 | 2.1 | 0.1 | -4.1 | -0.1 | 9.2 | -6.3
O=S(=O)(c1cc(Cl)ccc1Cl)N1CCN(Cc2ccco2)CC1 | 3.2 | -2.7 | -3.5 | 0.2 | -1.9 | 1.2 | -7.1 | -1.6 | 0.4 | 2.8
COc1ccc(N2CC(C(=O)Nc3ccc(N4CCOCC4)cc3)CC2=O)cc1 (stereo not given) | -0.9 | 7.1 | 4.4 | -5.1 | 1.9 | 4.5 | 1.2 | -2.2 | 8.8 | -3.5
CSCC[C@H](NC(=O)[C@H](Cc1ccccc1)n1c(=O)[nH]c2ccccc2c1=O)C(=O)N1CCC[C@@H]1C(=O)O | -2.5 | 9.2 | 2.1 | 1.0 | 2.7 | 1.5 | 5.4 | -2.0 | 0.0 | 0.8
CCNc1nc(CC)nc2c1oc1ccccc12 | 0.0 | -3.1 | 1.6 | -0.7 | 0.1 | 0.9 | 1.3 | -2.3 | 8.1 | 3.0
Cn1c(=O)[nH]c(=O)c2c1nc(CN1CCN(c3ccccc3F)CC1)n2CCc1ccccc1 | -4.9 | -2.0 | -2.2 | -2.0 | 4.8 | -1.3 | 1.1 | 8.8 | 1.7 | 2.3
COc1ccc(NC(=O)c2cccc(NC3=NC4CS(=O)(=O)CC4S3)c2)cc1Cl (stereo not given) | 0.5 | 1.2 | 0.9 | -0.9 | 2.9 | -4.0 | 1.4 | 3.0 | 3.9 | -2.7
CCN(CC)S(=O)(=O)c1cc(NS(=O)(=O)c2cccc(Cl)c2)ccc1C | 4.6 | -1.5 | 0.2 | -1.7 | -4.4 | 0.4 | 18.8 | 14.8 | 7.8 | 1.1
C(=N\Nc1nc(Nc2ccccc2)nc(N2CCCCC2)n1)/c1ccco1 | -2.3 | nt | 7.3 | -0.8 | 3.1 | -4.3 | 2.7 | 6.0 | 2.7 | -0.5
CC(C)Cc1ccc(S(=O)(=O)N2CCCC2)cc1 | 0.6 | -3.4 | -2.0 | -1.6 | 2.5 | 11.1 | -6.7 | 4.8 | 1.5 | -3.3
CCS(=O)(=O)NCCNc1ccc([N+](=O)[O-])cc1 | 0.8 | -1.4 | -7.5 | -0.2 | -5.7 | 2.6 | 1.8 | 4.5 | -5.7 | 5.1
O=S1(=O)N[C@H](Cc2ccccc2)COc2cc(N3CCSCC3)ccc21 | 6.2 | nt | -0.9 | -1.1 | 0.7 | -2.3 | 4.9 | -6.2 | -0.5 | 3.0
Cc1ccc(C(=O)Nc2ccc(Nc3ccccc3)cc2)cc1Br | 2.0 | nt | -1.2 | 1.7 | 1.3 | 0.7 | 8.6 | 2.8 | 5.7 | 2.6
C[C@H]1CN=C(Nc2ccccc2)N1CC1CCCCC1 | 0.5 | 0.2 | -1.1 | -3.0 | -3.1 | -1.1 | 2.5 | -0.7 | 3.4 | -1.5
O=S(=O)([N-]c1nc2ccccc2nc1-[n+]1ccc(CCCc2ccccc2)cc1)c1cccs1 | 2.1 | -3.0 | -1.7 | -1.4 | -0.3 | -0.9 | -0.1 | 10.7 | 2.8 | 3.2
Cc1cc(C)cc(NC(=O)CSc2nnc(-c3cc(C)[nH]n3)n2N)c1 | 2.6 | -1.1 | -3.5 | 0.6 | -3.2 | 0.9 | -1.8 | 0.2 | 0.7 | 2.4
C(#Cc1ccccc1)C[N+]1(CC#Cc2ccccc2)CCCCC1 | -4.4 | 4.3 | 2.6 | 0.1 | -2.0 | 4.8 | 3.8 | -6.7 | 5.1 | -2.7
